# High-throughput results from PubChem.
# HMGR II inh – inhibitors of E. faecalis class II HMGR, primary screen, biochemical, Enterococcus faecalis | 0.41% of 190,000 active | HMG-CoA reductase (Enterococcus faecalis, mvaE) | inhibition, % at 10 µM | purified E. faecalis HMGR, NADPH absorbance 340 nm kinetic;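 active means inhibition above a set limit, the median over all tested compounds plus 3 SD, cut at about 9.5% in these data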;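 further: enzyme runs in reverse so mevalonate oxidation gives rising NADPH absorbance; 0% = complete reaction with DMSO and 100% = background rate lacking mevalonate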
# TLR4-MyD88 BLA – inhibitors of TLR4-MyD88 association in cells, primary screen, cell-based, HeLa CL3-4, BLA complementation, FRET ratio | 0.18% of 200,000 active | HeLa CL3-4 TLR4/MyD88 BLA complementation | Toll-like receptor 4 (Homo sapiens) + Myeloid differentiation primary response protein … | AID 861, 2007 | inhibition, % at 8.4 µM; in the data active means inhibition above about 25%;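 further: 0% = vehicle and 100% = reference inhibitor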
# Target sequence (O00206 whole entry, looked up): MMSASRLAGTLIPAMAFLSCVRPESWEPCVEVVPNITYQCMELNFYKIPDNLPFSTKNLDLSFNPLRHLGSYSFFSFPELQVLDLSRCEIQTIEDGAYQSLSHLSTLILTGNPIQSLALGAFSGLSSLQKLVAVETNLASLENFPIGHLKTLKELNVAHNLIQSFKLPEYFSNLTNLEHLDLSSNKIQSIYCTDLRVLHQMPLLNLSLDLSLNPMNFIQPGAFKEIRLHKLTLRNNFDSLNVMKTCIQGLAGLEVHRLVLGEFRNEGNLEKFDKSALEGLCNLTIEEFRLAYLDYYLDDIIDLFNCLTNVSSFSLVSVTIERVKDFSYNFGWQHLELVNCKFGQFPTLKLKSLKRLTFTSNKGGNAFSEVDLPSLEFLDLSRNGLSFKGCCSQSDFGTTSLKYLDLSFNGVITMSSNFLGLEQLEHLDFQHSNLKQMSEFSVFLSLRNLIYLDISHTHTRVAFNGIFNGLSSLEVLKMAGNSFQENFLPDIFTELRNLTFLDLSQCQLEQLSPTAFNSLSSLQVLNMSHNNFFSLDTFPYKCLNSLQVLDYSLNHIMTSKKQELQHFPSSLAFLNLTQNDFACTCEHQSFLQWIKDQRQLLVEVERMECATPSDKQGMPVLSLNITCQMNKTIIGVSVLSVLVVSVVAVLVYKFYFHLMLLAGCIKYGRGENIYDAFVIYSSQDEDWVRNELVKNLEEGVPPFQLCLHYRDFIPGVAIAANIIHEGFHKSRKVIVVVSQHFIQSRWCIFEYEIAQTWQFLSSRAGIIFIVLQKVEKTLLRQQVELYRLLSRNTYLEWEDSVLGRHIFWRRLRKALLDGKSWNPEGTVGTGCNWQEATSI
# Target sequence (Q99836 whole entry, looked up): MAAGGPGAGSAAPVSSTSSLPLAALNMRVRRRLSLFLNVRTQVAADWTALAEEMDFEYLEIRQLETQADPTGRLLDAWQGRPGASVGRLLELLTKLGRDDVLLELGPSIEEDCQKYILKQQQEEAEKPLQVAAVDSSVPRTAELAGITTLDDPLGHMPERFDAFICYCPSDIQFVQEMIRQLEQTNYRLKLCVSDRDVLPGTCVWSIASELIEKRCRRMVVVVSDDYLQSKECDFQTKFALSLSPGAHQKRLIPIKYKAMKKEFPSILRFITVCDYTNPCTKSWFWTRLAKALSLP
# STAT3 blocker – IL-6 driven STAT3 reporter inhibitors, primary screen, U3A cells, luciferase, luminescence, MLSCN library; 0.89% of 190,000 active; AID 862, 2007; IL-6 STAT3-luciferase reporter; host cell line lacks STAT1; inhibition, % at 5.5 µM;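 active means inhibition above the mean inhibition across all screened compounds plus 3 SD, cut at about 44% in these data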;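 further: 0% = DMSO only wells and 100% = 100 µM nifuroxazide control wells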
# DTT redox prof – compounds producing H2O2 with reducing agent – biochemical, NIH compound library profiling, artefact control for MLSCN library redox annotation, primary screen; AID 878, 2007; activation, % at 10 µM; 0.03% of 200,000 active; DTT-dependent redox cycling H2O2, phenol red/HRP absorbance; 100% = 100 µM peroxide control, 0% = buffer;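 active means activation of at least 50% relative to the plate's high and low controls in the primary single-dose screen; inactive means activation below 50%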;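 further: compound incubated with DTT at 0.8 mM final as the reducing agent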
# NF-kB neuron act – activators of NF-kB expression in neurons, primary screen, cell-based, HTS; fold change at 12.5 µM; 1.6% of 190,000 active; human neuronal cells, NF-kB reporter expression; hits give high values; in the data active means fold change above about 3.3
# STAT1 activator – STAT1 signaling activators, primary screen, cell-based, HTS, luciferase reporter. NIH 3T3 STAT1-luciferase reporter, IFN-gamma, luminescence; 100% = IFN-gamma alone, no compound. activation (% of control), % at 5.5 µM. 2.6% of 200,000 active;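 active means activation above the screen-wide mean activation plus 3 SD, cut at about 130% in these data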;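 further: raw ratio to IFN-gamma control signal so 100% means no change and 0% no light; values of inactives mirror those of a sister screen read the other way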
# STAT1 inh – STAT1 signaling inhibitors, primary screen, cell-based, HTS, luciferase reporter; AID 920, 2007; 0.35% of 200,000 active; inhibition, % at 5.5 µM; NIH 3T3 STAT1-luciferase reporter, IFN-gamma, luminescence;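 active means inhibition above a set limit, the mean inhibition across all tested compounds plus 3 SD, cut at about 34% in these data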;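 further: 0% = IFN-gamma with DMSO and 100% = IFN-gamma with 300 µM nifuroxazide; values of inactives mirror those of a sister screen read the other way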
# STAT3 act – IL-6 driven STAT3 reporter potentiators, primary screen, U3A cells, luciferase, luminescence, MLSCN library; 0.91% of 190,000 active; IL-6 STAT3-luciferase reporter; 100% = signal with IL-6 EC80 alone; activation (% of control), % at 5.6 µM;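 active means activation above the screen-wide mean of compound activation plus 3 SD, cut at about 130% in these data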;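 further: 0% = background luminescence of wells with medium and substrate only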
#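 system = STAT3-luciferase reporter U3A cells | reagent = IL-6 stimulus at 33 ng/mL final | timing = 1 h compound pre-exposure, 6 h IL-6 stimulation, 37 °C | measured by = luminescence | evaluation = % activation versus median of IL-6-stimulated wells | control set = IL-6-only wells as 100% reference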
# APP 5'UTR act – activators of APP 5'UTR luciferase reporter, primary screen, SH-SY5Y cells; SH-SY5Y APP 5'UTR luciferase reporter, luminescence; zero percent = DMSO vehicle wells; activation, % at 2 µM; 1% of 190,000 active;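 active means activation above a set limit, based on mean plus 3 SD of controls, cut at about 140% in these data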; further: values of inactives mirror those of a sister screen read the other way
# Hsp70 activator – Hsp70 transcriptional activators, primary screen, cell-based, HeLa, Hsp70 promoter luciferase, luminescence, 10 µM | HeLa Hsp70 promoter luciferase reporter; scaled: vehicle 0, proteasome-inhibitor control 100% | activation, % at 10 µM | 0.04% of 200,000 active;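 active means activation above the mean across all tested compounds plus 3 SD, cutoff set per campaign, cut at about 5.5% in these data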;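 further: 100% = MG132 at 30 µM as the positive control and 0% = DMSO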
# * marks the source's active call; other numbers are inactive results; / = no result given. An unsorted share of the library; about 5.6% have a hit in one of these screens.
SMILES,HMGR II inh,TLR4-MyD88 BLA,STAT3 blocker,DTT redox prof,NF-kB neuron act,STAT1 activator,STAT1 inh,STAT3 act,APP 5'UTR act,Hsp70 activator
Cc1cc(C)n2nc(C(=O)NC(C)(C)C)nc2n1,3,-12,-13,1.2,0.88,100,0,111,-1,0.0
CC(=O)N1CCc2cc(S(=O)(=O)N3c4ccccc4CC3C)ccc21 (stereo not drawn),-2,2,18,0.0,1.1,95,6,89,13,-0.2
O=C1NC(c2cccs2)Nc2sc3c(c21)CCCC3 (stereo not drawn),-3,11,-48,1.6,1.4,101,-1,143*,8,-0.1
CCOc1ccc(N2CC(O)(c3ccc(F)cc3)[N+]3=C2CCCC3)cc1 (stereo not drawn),1,6,10,-3.2,1,79,20,93,9,0.1
COc1ccccc1-c1nnc2n1N=C(C)CS2,-3,2,3,-0.2,1.4,112,-13,101,-15,-0.3
O=C(CN1CCCCCC1)Nc1cc(C(F)(F)F)ccc1Cl,-4,-24,7,-0.1,1,97,1,101,26,2.1
NC(=O)C1(N2CCCCC2)CCN(C(=S)NCCc2ccccc2)CC1,4,1,7,-1.6,1,106,-6,101,-2,0.1
CCOC(=O)N1CCN(C(=O)C2CCCCC2)CC1,-3,3,-1,0.0,0.92,104,-4,101,1,0.1
Brc1ccc(C2=CC(c3ccco3)n3ncnc3N2)cc1 (stereo not drawn),-4,-1,-14,0.7,0.76,88,13,119,/,-0.1
Cc1ccc(C2=NN(C(=O)C3CCCO3)C(c3ccco3)C2)cc1 (stereo not drawn),-8,-1,25,-1.0,1.2,110,-10,83,-2,0.2
CCOC(=O)C1(Cc2ccccc2C(F)(F)F)CCN(C2CCN(C(C)=O)CC2)CC1,4,4,4,-1.8,1,100,-1,107,7,0.3
CN1C(=O)/C(=C/c2ccccc2OCc2ccccc2F)NC1=S,-4,-1,4,-3.8,1.1,95,6,101,-4,0.2
CNC(=O)c1ccc(=O)n(Cc2cccc(C(F)(F)F)c2)c1,-1,-1,1,-1.3,1.1,103,-4,101,1,-0.3
CCc1ccc(NC(=O)C2CCN(S(C)(=O)=O)CC2)cc1,-3,-16,0,3.6,1.2,101,-1,103,7,-0.1
CC1(C)CC2CC(C)(CN2C(=O)COC(=O)c2ccc(Cl)c(N)c2)C1 (stereo not drawn),1,-2,4,0.1,1.4,99,1,100,-22,-0.2
CCN1N=C(c2ccccc2)Cn2c1nc1ccccc12,-1,9,-16,-0.1,0.68,98,2,119,20,-0.5
CCN(CC)Cc1cc(C(C)=O)ccc1OCC(C)C,0,10,-5,4.4,1,105,-6,106,7,-0.1
Cc1ccc(-c2nnc(Nc3ccc4c(c3)nc(C)n4C)c3ccccc23)cc1,-4,4,28,1.9,0.82,109,-10,85,3,-0.2
CCOc1c(OC)cccc1C1CC(=O)Nc2cc(OC)c(OC)cc21 (stereo not drawn),-6,0,7,-0.6,1.2,92,9,99,-6,-0.3
O=C(COc1ccc(-c2ccccc2)cc1)N1CCCC1,-3,10,16,0.6,2.4,122,-24,88,22,0.0
Cc1ccc2c(c1)-c1c(ssc1=S)C(C)(C)N2C(=O)CSc1nncn1C,5,3,2,2.5,0.92,105,-5,104,3,-0.3
O=C(CNC(=O)c1ccc(S(=O)(=O)N2CCCCC2)cc1)N/N=C/c1ccco1,6,-16,8,-0.8,1.1,99,2,100,-1,-0.3
CCOC(=O)C(C(C)=O)C(c1ccc(OC)cc1)C(C(C)=O)C(=O)OCC (stereo not drawn),-5,1,4,1.9,1,100,0,101,-7,-0.5
CC(C)C(=O)Nc1ncc(Cc2ccc(Cl)cc2)s1,1,10,6,-0.4,2.6,108,-10,97,-14,-0.3
O=C(CN1CCCCC1)Nc1c2c(nc3ccccc13)N(c1ccccc1)CC2,-11,0,-3,-0.5,1,93,6,103,24,-0.3

# (continued)
SMILES,HMGR II inh,TLR4-MyD88 BLA,STAT3 blocker,DTT redox prof,NF-kB neuron act,STAT1 activator,STAT1 inh,STAT3 act,APP 5'UTR act,Hsp70 activator
Fc1ccc(C2=CC(c3ccco3)n3ncnc3N2)cc1 (stereo not drawn),-4,-6,1,-0.3,1,98,3,103,-4,-0.3
Cc1ccc(OCCCC(=O)Nc2nncs2)cc1,-7,2,10,-0.4,1.3,95,5,96,3,-0.2
Cc1ccc(NC(NC(=O)c2ccccn2)C(Cl)(Cl)Cl)cc1 (stereo not drawn),-4,-7,28,0.6,1.2,99,1,79,7,-0.2
Cn1cc(CCC(=O)N2CCCC(CCC(=O)NCc3ccccc3F)C2)cn1 (stereo not drawn),-4,3,0,-0.5,1.5,107,-10,103,-4,0.0
CCOc1nc(-c2ccc(Cl)cc2Cl)ccc1C#N,-5,-4,-5,-3.0,1.2,101,-1,109,-1,0.0
COc1cccc(C2C(C#N)=C(N)Oc3cc(N)ccc32)c1OC (stereo not drawn),1,3,0,0.5,1.4,106,-7,104,8,-0.4
O=C(NCCc1ccc2c(c1)OCCO2)c1cccc(F)c1,-10,-9,16,-0.7,1.8,89,12,86,24,-0.1
CCCC(C(=O)NCc1ccc(OC)cc1)N(Cc1ccco1)C(=O)c1snc(C(N)=O)c1N (stereo not drawn),-3,-3,2,1.9,0.87,98,2,101,9,-0.2
COc1ccc2oc3cc(C)[n+]([O-])c(-c4ccc(C)cc4)c3c2c1,0,-14,9,-0.9,0.99,103,-3,92,7,-0.3
CCOC(=O)c1c(C)nc2c(c1-c1ccccc1)C(=O)CCC2,1,1,20,-1.4,0.9,84,16,89,10,-0.3
COc1ccc(Cl)cc1NC(=O)NCCN1CCCCC1,-4,-1,18,-0.8,1.5,97,1,89,14,-0.2
O=C(CCl)NCc1cc(-c2ccc(Cl)cc2)no1,-4,4,38,-0.6,1.7,85,16,73,3,0.2
CCN(CC)S(=O)(=O)c1ccc(S(=O)(=O)Nc2ccc3c(c2)oc2ccccc23)cc1,-3,-7,0,0.9,1.4,90,7,100,/,-0.4
CC(/C=C/c1ccco1)=N\NC(=O)COc1ccc(C)c(C)c1,-1,-1,-1,-0.5,1.1,97,2,105,16,0.0
COCCSc1ccccc1C(=O)Nc1cccnc1,5,9,-1,-2.3,0.93,101,-1,102,3,-0.3
COc1cccc(-c2nnc(SCC(=O)N3CCOCC3)o2)c1,-5,-8,-9,-0.8,1.7,107,-8,109,35,-0.2
CCN(CC)C(=O)C1CCN(S(=O)(=O)c2ccc(C3CNC(=O)C3)cc2)CC1 (stereo not drawn),-1,0,3,0.0,1.2,101,-1,102,-11,0.1
Cc1cccc2c(CC(=O)O)noc12,4,0,-12,0.1,0.97,99,1,108,28,0.0
Clc1ccccc1-c1ccc(/C=N/Nc2nncc(-c3ccccc3)n2)o1,1,3,-74,0.2,1.3,96,3,163*,-8,-0.4
COCc1cc(=O)[nH]c2cc(NC(=O)C(F)(F)F)c(C)cc12,-2,4,12,-4.1,0.93,98,2,96,1,-0.2
O=C(CN1CCOc2ccccc21)NC1CC1,/,6,-12,-1.5,/,88,13,113,-7,0.2
CCOC(=O)c1sc(N)c(C(N)=O)c1C,-1,1,4,-0.1,1.2,98,4,101,-7,0.0
COc1cccc(OCCn2cc(/C=N/NC(=O)c3ccncc3)c3ccccc32)c1,-3,-1,1,0.2,1.1,95,6,100,-2,-0.5
CC(Oc1ccc(Cl)cc1Cl)C(=O)NC1CCSC1=O (stereo not drawn),-1,-8,6,-2.5,1.2,97,3,99,17,0.2
Nc1cccc(C(=O)OCC(=O)NC2CCCc3ccccc32)c1 (stereo not drawn),-4,-10,1,-1.6,1.2,97,2,101,-4,0.1

# Later entries.
SMILES,HMGR II inh,TLR4-MyD88 BLA,STAT3 blocker,DTT redox prof,NF-kB neuron act,STAT1 activator,STAT1 inh,STAT3 act,APP 5'UTR act,Hsp70 activator
O=C(CCCCCn1c(=S)[nH]c2ccc(N3CCOCC3)cc2c1=O)NCc1ccc(Cl)cc1,0,-5,-1,0.0,1,98,2,103,18,-0.2
COc1ccc(C(C)(C)C)cc1NC(=O)c1cc(S(=O)(=O)N(C)C)ccc1N1CCCC1,-7,-4,-19,1.5,0.68,99,1,111,-12,-0.5
COc1cc(/C=N/NC(=O)Nc2cccc3nsnc23)cc(OC)c1OC,-1,-12,25,2.6,0.95,101,-1,83,12,-0.4
CN(C)S(=O)(=O)c1cccc(NC(=O)c2cc3c(cc2Cl)N2CCCCCC2=NS3(=O)=O)c1,-4,-3,-2,-1.0,0.83,96,3,112,-2,-0.3
CC(=O)c1c(O)c2ccccc2n(C)c1=O,-5,-8,7,0.9,1.3,98,1,104,12,-0.1
O=S(=O)(NCCSc1nnnn1-c1ccccc1)c1cccs1,3,3,3,2.2,1.6,121,-23,102,21,0.3

# Grouped by structure: the entries above with a furan ring, fused or not
SMILES,HMGR II inh,TLR4-MyD88 BLA,STAT3 blocker,DTT redox prof,NF-kB neuron act,STAT1 activator,STAT1 inh,STAT3 act,APP 5'UTR act,Hsp70 activator
Brc1ccc(C2=CC(c3ccco3)n3ncnc3N2)cc1 (stereo not drawn),-4,-1,-14,0.7,0.76,88,13,119,/,-0.1
Cc1ccc(C2=NN(C(=O)C3CCCO3)C(c3ccco3)C2)cc1 (stereo not drawn),-8,-1,25,-1.0,1.2,110,-10,83,-2,0.2
O=C(CNC(=O)c1ccc(S(=O)(=O)N2CCCCC2)cc1)N/N=C/c1ccco1,6,-16,8,-0.8,1.1,99,2,100,-1,-0.3
Fc1ccc(C2=CC(c3ccco3)n3ncnc3N2)cc1 (stereo not drawn),-4,-6,1,-0.3,1,98,3,103,-4,-0.3
CCCC(C(=O)NCc1ccc(OC)cc1)N(Cc1ccco1)C(=O)c1snc(C(N)=O)c1N (stereo not drawn),-3,-3,2,1.9,0.87,98,2,101,9,-0.2
COc1ccc2oc3cc(C)[n+]([O-])c(-c4ccc(C)cc4)c3c2c1,0,-14,9,-0.9,0.99,103,-3,92,7,-0.3
CCN(CC)S(=O)(=O)c1ccc(S(=O)(=O)Nc2ccc3c(c2)oc2ccccc23)cc1,-3,-7,0,0.9,1.4,90,7,100,/,-0.4
CC(/C=C/c1ccco1)=N\NC(=O)COc1ccc(C)c(C)c1,-1,-1,-1,-0.5,1.1,97,2,105,16,0.0
Clc1ccccc1-c1ccc(/C=N/Nc2nncc(-c3ccccc3)n2)o1,1,3,-74,0.2,1.3,96,3,163*,-8,-0.4
